Source: PubChem BioAssay (Sanford-Burnham Center for Chemical Genomics)
H9c2 TAG inh: inhibitors of triacylglycerol accumulation. H9c2 cells, Nile Red lipid (TAG) fluorescence; cells loaded with 200 µM oleic acid. inhibition, % at 12.5 µM. hit rate 0.66% among 230,000. AID 651582;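 active = pattern-corrected inhibition of lipid staining of at least 50% with the nuclear-stain viability signal not falling by more than 50%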;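 note: 0% = DMSO wells and 100% = triacsin C control wells; some results filed as inactive read as strong as hits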
H9c2 TAG inh DAPI viability: recorded beside H9c2 TAG inh, whose call it bears; DAPI nuclei signal change (viability), lower = more cytotoxic, %;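 whole-well DAPI fluorescence read on a plate reader as a viability signal; minus 50 percent equals half of cells still viable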
* hit, by the source's call. Only part of the results is shown (hit frequency here may not be typical).

SMILES | H9c2 TAG inh | H9c2 TAG inh DAPI viability
COc1cc(O)c(C(CC(=O)N2CCCC2)c2ccc3c(c2)OCO3)c(OC)c1 (stereo not given) | -4 | 2
O=C(CCc1ccc(S(=O)(=O)N2CCOCC2)cc1)N/N=C/c1ccc(F)cc1F | -21 | -6
CCN(CC)C(=O)N1CCC(NC(=O)c2ccc(C(C)(C)C)cc2)CC1 | 32 | -12
O=[N+]([O-])c1cc(C=NN2CCCCCC2)ccc1Cl | 0 | 2
Cn1cc(Br)c(C(=O)NC2CCCCC2)n1 | 2 | -3
Cc1cccc(C(=O)N2CCNC(=O)C2CC(=O)Nc2cccc(Cl)c2)c1 (stereo not given) | 21 | 3
CC1(C(=O)NS(=O)(=O)c2cccc(C#N)c2)CCN1C(=O)c1ccco1 (stereo not given) | 7 | 2
COCCCn1c(SCC(=O)Nc2cccc(C)n2)nnc1-c1ccco1 | 3 | -2
Cn1c2c(c(=O)n(C)c1=O)CN(Cc1ccc3c(c1)OCO3)CN2 | -19 | 5
Cc1cc(C)c(S(=O)(=O)N2CCOCC2)c(C)c1N(C)S(=O)(=O)c1ccccc1 | 6 | -5
Nc1ccc2[nH]c(=S)[nH]c2c1 | 2 | -2
COc1ccccc1C(=O)OCC#CCSc1nnc(-c2cccc3ccccc23)o1 | -18 | 8
C=CCNC(=O)/C(C#N)=C/c1ccc2c(c1)OCCO2 | -8 | 0
CC(C)Oc1cccc(NC(=O)C2(C)CCCN(C)C2)c1 (stereo not given) | -17 | -1
CCOC(=O)Cn1c(=O)cc(C)c2ccccc21 | -19 | -7
O=C(/C=C\c1ccc2c(c1)OCO2)CC1(O)C(=O)Nc2ccccc21 (stereo not given) | -4 | 6
COc1ccccc1NS(=O)(=O)c1cc(NC(=O)C2CCC2)ccc1N1CCCCC1 | 7 | -9
Cc1cc(OCCCC(=O)Nc2nnc(C3CC3)s2)ccc1Cl | -8 | -6
Nc1cccc(Oc2ccc3c(c2)C(=O)N(CCO)C3=O)c1 | 3 | 0
CCOC(=O)CN1CC23C=CC(O2)C(C(=O)NCc2ccc(F)cc2)C3C1=O (stereo not given) | 4 | -1
CCOc1cc2[nH]c(=O)n(CCCCC(=O)N3CCCCCC3)c(=O)c2cc1OCC | 63* | -6.8*
CCCCC(=O)Nc1cc(N(C)C)nc2ccccc12 | -3 | 13
Cc1ccc(Nc2nnc(SC(C)C(=O)NCC3CCCO3)s2)cc1C (stereo not given) | -5 | -3
CCOc1cc(/C=C2\SC(=S)N(Nc3ccccc3)C2=O)ccc1O | -3 | -16
COc1ccc(NC(=O)CSc2nnc(-c3cccs3)n2N)c(OC)c1 | -5 | 1
SMILES | H9c2 TAG inh | H9c2 TAG inh DAPI viability
O=C(COC(=O)/C=C/c1cccc(Cl)c1)Nc1ccc(N2CCOCC2)cc1 | -19 | 5
CSc1ncccc1C(=O)OCC(=O)C(C)(C)C | 4 | -8
Cn1ccc(C(=O)OCC(=O)Nc2cccc3ccccc23)n1 | -3 | -5
CC(C)(C)c1ccc(S(=O)(=O)Nc2ccc(C(=O)N3CCCC3)cc2)cc1 | -4 | 5
CCCCn1c(SCC(=O)Nc2ccccc2C(F)(F)F)nc2ccsc2c1=O | -7 | 0
COc1ccc(/C(C)=N/Nc2nc(C)cc(-c3ccccc3)n2)cc1 | 40 | -15
COc1ccc2oc(=O)c(-c3csc(Nc4ccc(O)cc4)n3)cc2c1 | 15 | 2
CCOc1ccc(C(=O)NCC(C)C)cc1 | -18 | -9
Cc1ccc(-c2cc3nn(-c4ccccc4)c(N)c3c(=O)o2)cc1 | 1 | 1
COc1ccccc1CNC(=O)CN1C(=O)NC2(CCC(C)CC2)C1=O (stereo not given) | -19 | -1
CCOC(=O)[C@@H]1[C@H]2COc3ccccc3[C@H]2N2C(=O)N(c3ccc(Br)cc3)C(=O)[C@]12C | 7 | 0
COc1ccc(NC(=O)C2C3CC/C=C\CCC32)cc1 (stereo not given) | -9 | 6
N#C/C(=C/c1ccc(C(=O)O)cc1)C(=O)Nc1ccccc1 | -11 | 7
CN(Cc1ccon1)Cc1cn(Cc2ccccc2)nc1-c1ccc2c(c1)OCO2 | -2 | 2
CC1(C)Cc2nc3sc4c(SCC(=O)NCc5ccco5)ncnc4c3cc2CO1 | 54* | -21*
Cc1ccc(C(=O)NCC(=O)N2CCCN(C)CC2)cc1C | 10 | 4
C/C(CC(=O)Nc1ccc(Cl)c(Cl)c1)=N\NC(=O)C(=O)N1CCCCC1 | 8 | 6
CC1(C)CC(=O)C=C(c2ccc(I)cc2)C1 | -8 | -3
COc1ccc(C2=[N+]([O-])C(C)(C)N(O)C2(C)C)cc1 | 17 | -19
Cc1ccc(C)c(C(=O)OCC(=O)Nc2ccc(N3CCOCC3)cc2)c1 | -1 | 5
COc1ccc(C(=O)Nc2ccc(O)c3ccccc23)cc1 | 2 | -1
COc1cc2[nH]c3c(=O)n(CCN(C(C)C)C(C)C)cnc3c2cc1OC | 11 | 21
CCC(Sc1nc(C)cc(=O)[nH]1)C(=O)Nc1nnc(C)s1 (stereo not given) | -4 | -2
CCC1(c2cccc(Cl)c2)NC(=O)N(Cc2cc(C(=O)OC)c(C)o2)C1=O (stereo not given) | 36 | -11
O=C(Nc1nc(-c2ccccn2)cs1)c1ccco1 | 30 | -7
SMILES | H9c2 TAG inh | H9c2 TAG inh DAPI viability
S=c1[nH]nc(-c2ccco2)n1-c1ccc(Br)cc1 | 7 | 7
COc1ccc(NC(=O)COC(=O)c2cc(Cl)ccc2O)cc1S(=O)(=O)N1CCCCC1 | -34 | 1
CN1CCc2c(sc(NC(=O)c3ccc(S(=O)(=O)N4CCCCCC4)cc3)c2C(N)=O)C1 | 1 | 8
C=C(CCO)C1=CCN(S(=O)C(C)(C)C)[C@@H]1CCO (stereo not given in full) | -7 | 4
CCCSc1ccc([C@@H]2[C@@H]3C(=O)N(CC)C(=O)[C@@H]3[C@]3(C(=O)OC)CCCCN23)cc1OC | -2 | -2
Cc1cc(C)c2c(n1)sc1c(O)cc(=O)[nH]c12 | 22 | 0
COc1ccccc1C(=O)NCCC(=O)N1CCN(S(=O)(=O)c2ccccc2C(F)(F)F)CC1 | -2 | -6
CCN1CCCc2cc(CN(CCN3CCOCC3)C(=S)Nc3cc(F)cc(F)c3)ccc21 | -10 | 4
CCOC(=O)C(=CNc1cccc(C)n1)C(=O)OCC | -4 | 3
O=C(Nc1ccc2oc(=O)ccc2c1)c1ccc(-c2cccc([N+](=O)[O-])c2)o1 | 2 | -3
Cc1ccccc1S(=O)(=O)N(C)C[C@@H]1OCc2cnnn2CCCC(=O)N([C@@H](C)CO)C[C@@H]1C | -5 | 1
CC12CCC(c3c(C(=O)N4CCOCC4)nn(-c4ccccc4)c31)C2(C)C (stereo not given) | -7 | 0
CC(C)(C)OC(=O)NC1CNNC1=O (stereo not given) | 1 | 6
CSc1cccc(NC(=O)COC(=O)C2CCN(S(=O)(=O)c3ccccc3)CC2)c1 | 6 | 0
CCOc1ccc(S(=O)(=O)Nc2cccc(C(=O)NCCCn3ccnc3)c2)cc1 | 13 | 2
C[C@H](CO)N1C[C@H](C)[C@@H](CN(C)C)Oc2c(NS(=O)(=O)c3ccccc3)cccc2C1=O | -3 | 0
Cc1cc(/C=C2/NC(=O)NC2=O)c(C)n1-c1ccc(C#N)cc1 | 2 | -5
NC(=O)COc1ccc(S(=O)(=O)N2CCCC2)cc1 | 0 | 3
C=CCOc1ccc(CNCc2cccnc2)cc1 | 0 | -4
CN(C)Cc1ccccc1CCc1ccccc1 | 3 | -2
COc1ccc(NC(=O)CSc2n[nH]c(-c3ccco3)n2)cc1 | -2 | 3
NC(=O)c1cc([N+](=O)[O-])ccc1NCc1cccnc1 | -9 | 1
CCNC(=O)C1CC(=O)N(Cc2ccc3c(c2)OCO3)C(=Nc2ccc(OCC)cc2)S1 (stereo not given) | -16 | 13
Cc1cc(NCCCN2CCOCC2)n2c(nc3ccccc32)c1C#N | 7 | 37
O=C(Nc1ccc(Cl)cc1C(F)(F)F)C(Sc1nnc(-c2cccs2)o1)c1ccccc1 (stereo not given) | -7 | 0
SMILES | H9c2 TAG inh | H9c2 TAG inh DAPI viability
Cc1c(OCc2ccccc2)cccc1OCc1ccccc1 | -59 | 4
O=C(NC(=S)Nc1cccc(NC(=S)NC(=O)c2ccccc2)c1)c1ccccc1 | 2 | 10
O=C(NCCN1CCN(c2ccccc2)CC1)C1CCN(S(=O)(=O)c2cccc3nonc23)CC1 | -4 | -2
CCCC(C)NC(=O)CSc1nnc(-c2c[nH]c3ccccc23)o1 (stereo not given) | -1 | 0
CCc1cc(C(=O)OC)c(NC(=O)CN2CCN(C(=O)c3ccco3)CC2)s1 | 0 | -5
CC1CCC(=NNC(=O)Cc2cccn2C)CC1 (stereo not given) | 11 | 4
CCOC(=O)c1sc(NC(=O)C(C)Sc2nnc(N)s2)nc1C (stereo not given) | 22 | -7
CCOc1ccc(S(=O)(=O)N2CCN(C(=O)Cc3ccc(S(=O)(=O)N4CCOCC4)s3)CC2)cc1 | -16 | 0
OCCN1CCSC1=S | -2 | -4
CC(=O)N(Cc1ccccc1)c1ccc(C(=O)O)cc1 | -3 | 0
COc1ccccc1-c1sc2cc3c(cc2c1-c1ccc(O)cc1)OCO3 | -13 | 0
CC(=O)c1cccc(NC(=S)NCc2ccco2)c1 | -3 | -10
OC(c1ccccc1)(c1nc(-c2ccccc2)cs1)C(F)(F)F (stereo not given) | -20 | 2
Cc1cc(C)c(C(=O)CSc2nnc(-c3ccccc3Br)o2)cc1C | -1 | -6
CC1(C)CC(=O)C(N=Nc2cccc(F)c2C#N)=C(O)C1 | -2 | -4
CCN(CC)C(=O)[C@H]1CC(CC(=O)NCc2cccc(C(F)(F)F)c2)C(=O)N2CCc3c([nH]c4ccccc34)[C@]12C (stereo not given in full) | 32 | -12
Cc1cccc2c1-c1sc(C(=O)Nc3nccs3)cc1CO2 | 23 | 71
COc1ccc(C(CNC(=O)CNC(=O)c2cc(OC)c(OC)c(OC)c2)N2CCOCC2)cc1 (stereo not given) | 2 | 5
CC[C@]12c3[nH]c4ccc(Cl)cc4c3CCN1C(=O)[C@@H](CC(=O)NCC13CC4CC(CC(C4)C1)C3)C[C@@H]2C(=O)N1CCN(C(=O)C2CC2)CC1 | 41 | -11
COC(=O)c1ccc(OCc2nc(N)nc(N3CCOCC3)n2)cc1 | 11 | -17
CCOc1ccc(N(Cc2ccccc2F)C2=NC3CS(=O)(=O)CC3S2)cc1 (stereo not given) | -12 | 0
Cc1cc2occ(CC(=O)N(C)CC(=O)Nc3ccc(F)cc3)c2cc1C | -8 | -2
Cc1nnc(N(Cc2ccco2)C(=O)c2cccc(C#N)c2)s1 | 11 | -2
Cc1cc(C)c(C#N)c(Sc2nnnn2-c2ccccc2)n1 | -8 | 6
CC(C)(C)NC(=O)C(c1ccncc1)N(C(=O)C1CSC(=O)C1)c1ccccc1 (stereo not given) | 0 | -2

Given with values under each structure: entries from further up
Results follow in this order: H9c2 TAG inh, H9c2 TAG inh DAPI viability
COc1cc(O)c(C(CC(=O)N2CCCC2)c2ccc3c(c2)OCO3)c(OC)c1 (stereo not given)
 : -4, 2
O=C(CCc1ccc(S(=O)(=O)N2CCOCC2)cc1)N/N=C/c1ccc(F)cc1F
 : -21, -6
CCN(CC)C(=O)N1CCC(NC(=O)c2ccc(C(C)(C)C)cc2)CC1
 : 32, -12
O=[N+]([O-])c1cc(C=NN2CCCCCC2)ccc1Cl
 : 0, 2
Cn1cc(Br)c(C(=O)NC2CCCCC2)n1
 : 2, -3
Cc1cccc(C(=O)N2CCNC(=O)C2CC(=O)Nc2cccc(Cl)c2)c1 (stereo not given)
 : 21, 3
CC1(C(=O)NS(=O)(=O)c2cccc(C#N)c2)CCN1C(=O)c1ccco1 (stereo not given)
 : 7, 2
COCCCn1c(SCC(=O)Nc2cccc(C)n2)nnc1-c1ccco1
 : 3, -2
Cn1c2c(c(=O)n(C)c1=O)CN(Cc1ccc3c(c1)OCO3)CN2
 : -19, 5
Cc1cc(C)c(S(=O)(=O)N2CCOCC2)c(C)c1N(C)S(=O)(=O)c1ccccc1
 : 6, -5
Nc1ccc2[nH]c(=S)[nH]c2c1
 : 2, -2
COc1ccccc1C(=O)OCC#CCSc1nnc(-c2cccc3ccccc23)o1
 : -18, 8
C=CCNC(=O)/C(C#N)=C/c1ccc2c(c1)OCCO2
 : -8, 0
CC(C)Oc1cccc(NC(=O)C2(C)CCCN(C)C2)c1 (stereo not given)
 : -17, -1
CCOC(=O)Cn1c(=O)cc(C)c2ccccc21
 : -19, -7

Further structures follow.
SMILES | H9c2 TAG inh | H9c2 TAG inh DAPI viability
COc1ccc(C(C)=O)cc1Cn1nc(C)c([N+](=O)[O-])c1C | 5 | 6
CNc1nc(-c2ccc3c(c2)CCN3C(=O)c2ccccc2F)cs1 | 7 | -5
CC(C)Cn1c(N)c(C(=O)COC(=O)CCc2nc3ccccc3s2)c(=O)n(C)c1=O | -31 | -6
O=C(COC(=O)/C=C/c1ccc(C(F)(F)F)cc1)NC1CC1 | -4 | 3
Cc1n(CC(O)COC2CCCCC2)c2ccccc2[n+]1C (stereo not given) | -23 | 1
COc1cccc(/C=C/C(=O)OCC(=O)Nc2ccc(Cl)c(S(=O)(=O)N(C)C)c2)c1OC | 5 | -8
CC(C)C(=O)Nc1cccc(NC(=S)NC(=O)c2cccs2)c1 | 10 | 0
COc1ccccc1-c1cccc([C@@H]2C[C@H]3[C@H](CON3C)CN2C)c1 | 9 | -5
CCCCn1c2c(c(=O)n(C)c1=O)C(CC(=O)OCC(=O)Nc1cccc(C(F)(F)F)c1)C(=O)N2 (stereo not given) | -17 | 1
COC(=O)CSc1nc(NC(C)(C)C)nc(N(C)C)n1 | -2 | 7
COC(=O)Cc1[nH]nc2c1C(c1cccc(OC)c1OC)C(C#N)=C(N)O2 (stereo not given) | -4 | 2
CC1=C(C(=O)OCc2ccccc2)C(c2ccco2)C2=C(CC(C)(C)CC2=O)N1 (stereo not given) | -14 | -6
COc1ccccc1C(=O)NC(=S)Nc1ccc(N2CCCC2)cc1 | 5 | 4
CCN(CCNC(=O)c1cccc(N2CCCC2=O)c1)c1ccccc1 | -5 | -1
